# Bioassay records: PubChem BioAssay, National Center for Advancing Translational Sciences (NCATS)
# NPC1 promoter act: NPC1 promoter activation. Potency, µM (highest dose often 9.22 µM), for inactives: at the top dose activation, usual class: activators. Huh7 NPC1 promoter luciferase reporter, 24 h. 2.4% of 320,000 active;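 further: potency means the concentration at half of the fitted maximal effect; % of control where 0% means no effect; nearly all actives have a fitted effect of over 60% in size; reporter is driven by a mutant NPC1 promoter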
#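 NPC1 promoter–luciferase Huh7 cells; 24 h compound; luminescence.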
# Mito fusion act: blocks mitochondrial division or promotes mitochondrial fusion; Potency, µM (highest dose often 46.1 µM), without a hit: at the highest dose growth rescue (activation), usual class: activators; S. cerevisiae fusion-defective mutant growth rescue, CellTiterGlo 48 h; 0.23% of 320,000 active;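 further: potency means the concentration at half of the fitted maximal effect; % of control where 0% means no effect; nearly all actives have a fitted effect of over 45% in size; temperature-sensitive fusion mutants such as fzo1-1 at 37 °C on non-fermentable ethanol glycerol medium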
#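 Yeast fusion mutant, YPEG (non-fermentable carbon), compound, 48 h at 37C non-permissive; CellTiterGlo added, 10 min RT, luminescence read. Rescued growth = division inhibition.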
# FLuc modulator: counter-screen for miR-21 project: firefly luciferase inhibitors or activators | P08659 | Potency, µM (doses to about 57.5 µM), without a hit: top-dose activity change, negative = inhibition, most hits filed as inhibitors | 6.9% of 360,000 active | purified FLuc, Km substrates, luminescence inhibition;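 further: potency means the concentration at half of the fitted maximal effect; plate controls were vehicle for no effect and reference inhibitor for full effect; nearly all actives have a fitted effect of over 55% in size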
#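 Biochemical qHTS of compounds, final roughly 60 µM downward over six points, against 10 nM purified firefly luciferase using Km concentrations of substrates (10 uM D-luciferin, 10 uM ATP) in Tris acetate pH 7.5 buffer; luminescence output.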
# MBNL1-CUG inh: inhibitors of human MBNL1 binding to CUG repeat RNA | 0.036% of 280,000 active | Q9NR56 | TR-FRET MBNL1-His/biotin-(CUG)12 binding, 665/545 ratio | Potency, µM (titrated, usually from 57.5 µM), for the others: top-dose activity change, negative = inhibition, actives largely listed as inhibitors; active means well fitted inhibition curve with a large enough effect in the signal ratio, with a control signal flat, not every such curve was filed as active; inconclusive means small, poorly fitted or top-dose-only effect, or effect the other way, or a change in a side signal; inactive means no such curve, though single readings can be large or run the other way; the % refers to the signal ratio; further: potency means the concentration at half of the fitted maximal effect; on the % scale 0 is the no-effect control and ±100 the full control effect
#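 TR-FRET between His-tagged MBNL1 and biotin-(CUG)12 RNA, detected with Tb anti-His antibody (0.055 ng/ul) and streptavidin-XL665 (5 nM), 60 min at room temperature. Compounds titrated 92 nM to 58 uM; 665/545 nm ratio normalized to buffer and complex controls.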
# Gal4-VP16 FLuc: Gal4-VP16 reporter inhibition counter-screen; Potency, µM (top dose mostly 53.6 µM), for the others: at the top dose activity, negative = inhibition, actives largely listed as inhibitors; 3.5% of 310,000 active; Drosophila S2 Gal4-VP16 UAS-luciferase, luminescence, 20 h;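 further: Gal4-VP16 expression switched on by copper sulfate through the metallothionein promoter; potency means the concentration at half of the fitted maximal effect; on the % scale 0 is the no-effect control and ±100 the full control effect; nearly all actives have a fitted effect of over 50% in size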
# Menin MLL FP TR: displaces Texas Red mutant MLL peptide from human menin | Menin + Texas Red MLL mutant peptide, fluorescence polarization | Potency, µM (titrated, usually from 61.6 µM), inactives show at the top dose FP activity change, negative = inhibition, usual class: inhibitors | 0.23% of 270,000 active | AID 1768; active means well fitted inhibition curve with a large enough effect in the polarisation, with a control signal flat, not every such curve was filed as active; inconclusive means small, poorly fitted or top-dose-only effect, or effect the other way, or a change in a side signal; inactive means no such curve, though single readings can be large or run the other way; the % refers to the polarisation; further: potency means the concentration at half of the fitted maximal effect; % of control where 0% means no effect; many of its hits are not listed in these tables
# PKM2 act: increases activity of human pyruvate kinase M2; P14618; 0.34% of 260,000 active; Potency, µM (doses to about 57.5 µM), for the others: top-dose activation, hits mostly activators; purified PKM2, Kinase-Glo ATP luminescence, activation; response scale: 0% is enzyme alone, no compound; further: potency means the concentration at half of the fitted maximal effect; on the % scale 0 is the no-effect control and ±100 the full control effect; nearly all actives have a fitted effect of over 55% in size
# Target sequence (P14618 whole entry, looked up): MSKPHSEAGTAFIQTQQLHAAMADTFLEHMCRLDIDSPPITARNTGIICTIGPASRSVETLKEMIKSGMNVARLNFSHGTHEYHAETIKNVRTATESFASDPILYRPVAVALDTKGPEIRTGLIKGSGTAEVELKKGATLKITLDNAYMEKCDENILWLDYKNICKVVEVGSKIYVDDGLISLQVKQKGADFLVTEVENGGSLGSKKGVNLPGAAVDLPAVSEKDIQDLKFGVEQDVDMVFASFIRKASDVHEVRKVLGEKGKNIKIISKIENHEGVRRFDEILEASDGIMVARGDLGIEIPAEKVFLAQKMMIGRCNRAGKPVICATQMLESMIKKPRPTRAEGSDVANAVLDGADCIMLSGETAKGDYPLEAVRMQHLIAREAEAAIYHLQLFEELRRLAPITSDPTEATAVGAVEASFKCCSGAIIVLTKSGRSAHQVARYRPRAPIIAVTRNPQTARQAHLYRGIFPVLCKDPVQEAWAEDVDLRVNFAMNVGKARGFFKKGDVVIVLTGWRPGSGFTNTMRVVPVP
#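 Kinase-Glo luminescence reports ATP generated from ADP (0.1 mM) and PEP (0.5 mM) by purified hPK-M2 after 1 h at room temperature, pH 7.2 imidazole buffer; intermediate enzyme activity allows detecting inhibitors and activators.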
# RORgamma inh: blocks mouse ROR gamma transcriptional activity; P51450; Drosophila S2 Gal4-RORgamma UAS-luciferase reporter, 20 h; Potency, µM (top dose mostly 53.6 µM), for inactives: at the top dose activity change, negative = inhibition, actives largely listed as inhibitors; 5.4% of 310,000 active; further: potency means the concentration at half of the fitted maximal effect; on the % scale 0 is the no-effect control and ±100 the full control effect; nearly all actives have a fitted effect of over 60% in size
# Target sequence (P51450 whole entry, looked up, the tested form may be a part): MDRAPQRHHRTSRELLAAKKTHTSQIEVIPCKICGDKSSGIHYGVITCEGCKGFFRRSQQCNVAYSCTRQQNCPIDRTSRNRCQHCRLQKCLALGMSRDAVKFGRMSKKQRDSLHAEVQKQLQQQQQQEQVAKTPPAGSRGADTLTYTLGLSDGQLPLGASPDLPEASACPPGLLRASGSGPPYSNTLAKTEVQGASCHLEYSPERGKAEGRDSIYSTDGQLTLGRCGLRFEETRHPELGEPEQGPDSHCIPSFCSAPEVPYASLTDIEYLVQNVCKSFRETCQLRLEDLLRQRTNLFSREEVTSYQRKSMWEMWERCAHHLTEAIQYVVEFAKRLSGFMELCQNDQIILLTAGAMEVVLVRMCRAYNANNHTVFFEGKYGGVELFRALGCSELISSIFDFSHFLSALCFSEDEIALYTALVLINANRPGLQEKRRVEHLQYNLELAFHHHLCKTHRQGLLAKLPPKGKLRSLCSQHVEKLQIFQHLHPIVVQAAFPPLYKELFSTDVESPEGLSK
#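 Read-out: Photinus luciferase luminescence; inhibitors lower reporter signal. Insect Schneider cells with Gal4-ROR gamma fusion under metallothionein promoter, UAS reporter; 700 uM final copper sulfate induction, 20 hr, ambient temperature.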
# KCNH2 3.1 inh: blocks the human KCNH2 3.1 channel isoform; activity change, % (tested at about 1.8 µM); U2OS KCNH2 3.1, thallium flux FluxOr; stronger effect = lower value; AID 720553; 0.95% of 340,000 active;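 active means maximum activity change below -70%; inconclusive means maximum activity change from -70% to -50%; inactive means maximum activity change above -50%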;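 further: thallium influx rate constant from kinetic fluorescence after stimulation buffer; on the % scale 0 is the no-effect control and ±100 the full control effect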
#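 Thallium flux via FluxOr fluorescence (Red40 quencher, 45 min loading) in U2OS cells virally expressing the KCNH2 3.1 isoform (1.77 x 10^8 /mL virus, overnight at 37 C). Rate constants from 2-min kinetic reads post-stimulation, normalised to positive and negative controls.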
# ELG1 DNA repair: inhibitors of ELG1-dependent DNA repair in HEK293T cells; HEK293T ELG1-luciferase reporter, luminescence, 16 h; DNA damage induced by 5-fluorouridine; Potency, µM (titrated, usually from 46.1 µM), inactives show at the highest dose activity change, negative = inhibition, most hits filed as inhibitors; 2.3% of 330,000 active; AID 504467; further: potency means the concentration at half of the fitted maximal effect; on the % scale 0 is the no-effect control and ±100 the full control effect; nearly all actives have a fitted effect of over 55% in size
#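 5-Fluorouridine DNA damage + compound/DMSO, 2,000 cells/well, 16 h, 37 °C/5% CO2. ONE-Glo, 30 min RT, luminescence. Readout = decrease in reporter signal.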
# Rab9 prom act: Rab9 promoter activation | Huh7 Rab9 promoter-luciferase reporter, luminescence, 24 h | Potency, µM (doses to about 9.22 µM), for inactives: at the top dose activation, negative = inhibition, hits mostly activators | 2.8% of 320,000 active; further: potency means the concentration at half of the fitted maximal effect; % of control where 0% means no effect; nearly all actives have a fitted effect of over 60% in size
#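 Rab9 promoter-driven luciferase in stably transfected Huh7 cells; 1500 cells/well rested 2 h, exposed to compound in DMSO for 24 h at 37 °C, 5% CO2. Luminescence read 10 min after adding luciferase reagent at ambient temperature.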
# * marks the source's active call; other numbers are inactive results; ? = inconclusive; · = no result given; [ ] = dose if it differs, or a comment. Unless noted, the call rests on the fitted dose curve; in most records, active means well fitted curve in the direction sought with a large enough effect; inconclusive means small, poorly fitted or top-dose-only effect, or another doubt; inactive means no such curve, though single readings can be large; an effect the other way counts as inactive or inconclusive. This is a subset (hit frequency here may not be typical).
SMILES,NPC1 promoter act,Mito fusion act,FLuc modulator,MBNL1-CUG inh,Gal4-VP16 FLuc,Menin MLL FP TR,PKM2 act,RORgamma inh,KCNH2 3.1 inh,ELG1 DNA repair,Rab9 prom act
O=C(Nc1ccccc1)N1CCCN(c2c(Cl)cncc2Cl)CC1,-2%,7%,4%,4%,3%,·,6%,-2%,14,?,2%
OC(COc1ccccc1)CN1CCCC1 (centres undefined),-4%,14%,0%,-2%,-13%,-9%,2%,-12%,25,2%,-2%
O=C(N[C@@H](Cc1ccccc1)C(=O)N1CCN(S(=O)(=O)c2ccc(F)cc2)CC1)c1ccco1,-6%,0%,1%,·,·,·,·,·,-20,-6%,-1%
[O-][N+]12CCN(CC1)c1ccccc12,-3%,-4%,0%,-10%,1%,1%,10%,-12%,-1,15%,1%
OCCCNC(=S)Nc1ccc2nc(-c3ccccn3)c(-c3ccccn3)nc2c1,-6%,-1%,-1%,?,1%,·,3%,40%,5,12%,1%
Cc1ccc(CCNC(=O)CNC(=S)N(Cc2ccccc2)Cc2cccnc2)cc1,-1%,-3%,-10%,·,8%,-1%,0%,?,-2,?,1%
O=C(NCCCN1CCCC1)C1CCC(=O)N1C1CCCCC1 (centres undefined),1%,3%,0%,-1%,4%,21%,-2%,0%,-28,8%,-1%
Cc1ccc2c3c([nH]c2c1C)-c1nonc1CC3,?,11%,?,-1%,-29%,0%,7%,?,-11,?,?
O=C1c2cccc3c([N+](=O)[O-])ccc(c23)C(=O)N1O,-32%[inhibitor],-9%,-3%,?,13µM*,?,·,?,-30,13%,-54%[inhibitor]
COc1ccc(OC)c(S(=O)(=O)Nc2cc3c4c(c2)CCC(=O)N4CCC3)c1,-2%,2%,-1%,·,·,·,·,·,14,14%,-9%
CCOC(=O)C(C)Oc1cccc2c(=O)n(CC(=O)NCCc3ccccc3)ccc12 (centres undefined),-6%,0%,-1%,-3%,-17%,·,2%,-16%,14,4%,2%
NC(=O)NC(CC(=O)NCCc1ccc(S(N)(=O)=O)cc1)c1ccccc1Cl (centres undefined),-3%,2%,-1%,-3%,-1%,·,3%,3%,10,-2%,0%
Cc1cccc(N(Cc2ccccc2)C(=O)c2ccc(F)c(S(=O)(=O)N3CCOCC3)c2)c1,-3%,-3%,2%,·,·,·,·,·,-12,-16%,-3%
Cc1nc(C)n(C(C)CNS(=O)(=O)c2ccc(C)c(C)c2)n1 (centres undefined),0%,2%,-1%,-3%,1%,-11%,-3%,-32%,-16,5%,-5%
COc1ccccc1N(Cc1cc(=O)[nH]c2ccccc12)C(=O)C(C)C,0%,-1%,1%,-3%,-8%,-17%,·,-3%,-9,-13%,-4%
O=c1c(-c2nc3ccccc3o2)c2oc3ccccc3n2c2ccccc12,-5%,5%,?,2%,1%,-4%,-1%,-8%,·,5.2µM*,-8%
O=C(CN1C(=O)CCSc2ccccc21)NC1CCCCC1,-4%,-3%,-1%,0%,-4%,1%,·,-4%,7,8%,0%
O=C(CSc1nnc(CNC(=O)c2cccs2)o1)Nc1ccccc1,-12%,3%,3%,·,-2%,19%,3%,15%,1,4%,0%
O=C(N/N=C/C1=Cc2ccccc2OC1)c1ccncc1,1%,2%,?,?,14%,·,0%,13%,5,24%,-2%
COc1ccc(-c2csc(Nc3ccc(S(=O)(=O)Nc4cc(C)on4)cc3)n2)cc1C,-9%,12%,?,0%,-8%,?,6%,39%,-6,-4%,-14%
CCCS(=O)(=O)N1CCCC(C(=O)NCCCN(C)c2ccccc2)C1 (centres undefined),-1%,1%,1%,-2%,1%,38%[activator],2%,16%,5,-8%,1%
CCCN(CC(=O)Nc1ccccc1C)C(=O)c1ccc(N2CCCC2=O)cc1,-1%,1%,2%,·,·,·,·,·,6,19%,3%
O=S(=O)(c1ccc(S(=O)(=O)N(Cc2ccc(F)cc2)C2CCCC2)cc1)N1CCCC1,0%,-6%,0%,11%,0%,-1%,1%,-1%,2,-26%,-3%
O=C(NN1CCOCC1)c1ccc(Br)s1,-6%,4%,-3%,-1%,0%,-5%,-2%,-22%,-14,7%,0%
CC(=O)Nc1ccc(OCCOc2ccc(/C=C3/C(=N)N4C=CSC4=NC3=O)cc2)cc1,-4%,-2%,3%,16%,-4%,?,2%,?,10,9%,1%
COc1ccc(CNC(=O)c2ccc(CS(=O)Cc3cccc(Cl)c3)o2)cc1 (centres undefined),-2%,-1%,0%,?,-3%,-11%,·,32%,0,?,-3%
O=C(NC(=S)Nc1ncc(Br)cc1Br)c1cncc(Br)c1,·,-3%,?,2%,?,6%,?,6.3µM*,-4,·,·
CCCN(CCC)S(=O)(=O)c1ccc2c(c1)CCCN2C(C)=O,2%,-5%,0%,-3%,-15%,-19%,-12%,-1%,0,12%,9%
CCOc1ccc(C(=O)NCC(=O)NCC(c2ccccc2OC)N2CCCC2)cc1 (centres undefined),6%,-11%,2%,·,·,·,·,·,0,-1%,0%
Cc1nc2sc(C(c3ccc(Cl)cc3)N3CCOCC3)c(O)n2n1 (centres undefined),2%,2%,-2%,3%,8%,15%,0%,-5%,·,-8%,-8%
CC(NC(=O)C1CCCC1)c1ccc(Br)cc1 (centres undefined),2%,4%,-1%,-4%,-10%,-16%,2%,9%,-10,-17%,0%
O=C(NNC(=S)Nc1ccccc1C(F)(F)F)C1CC1,-2%,-2%,2%,-5%,6%,·,4%,20µM*,12,2%,-1%
CN(C)S(=O)(=O)N1CCN(C(=O)N2CCCCC2)CC1,1%,0%,4%,5%,9%,3%,-5%,-1%,9,8%,-4%
COc1ccc2[nH]c(=O)c(CN(C(=O)C(C)C)c3ccccc3OC)cc2c1,0%,1%,-1%,7%,10%,-25%,-1%,19%,3,0%,0%
NC(=O)CSc1nnc(C2CC2)n1-c1ccccc1,3%,-2%,-1%,-3%,-5%,6%,-9%,-9%,2,-3%,-3%
CC(C)(C)C1CCCCC1NC(=O)c1ccncc1 (centres undefined),0%,1%,4%,-6%,-2%,1%,0%,7%,-2,-1%,2%
Cc1cc(NC(=O)CCC(=O)N(c2ccccc2)C(C(=O)NC(C)(C)C)c2ccccc2Cl)no1 (centres undefined),-3%,4%,3%,-1%,20%,-11%,2%,?,-5,9%,-1%
O=C(O)CC(Cc1ccccc1)C(=O)NCC12CC3CC(CC(C3)C1)C2 (centres undefined),1%,8%,?,-16%,?,4%,-2%,-39%,5,2%,-2%
CC(C)(C)c1cc(C(=O)N/N=C/c2ccccn2)n[nH]1,13%,0%,?,9%,-16%,·,-5%,-18%,-8,?,7%
O=C(/C=C/c1ccc([N+](=O)[O-])cc1)NCCOc1ccc(F)cc1,0%,-5%,-12%,?,-15%,?,3%,26%,-15,0%,-3%
O=C(Cc1ccccc1)N[C@H](c1ccccc1)P(=O)(O)CO,-1%,-5%,5%,-3%,-4%,-1%,2%,2.8µM*,1,10%,-4%
Cc1ccc(CNc2nc(N)c([N+](=O)[O-])c(NCc3ccccc3)n2)cc1,-4%,4%,5%,0%,2%,3%,4%,1%,-10,1%,-4%
Cc1cc(C(=O)N/N=C2\CCCC(=O)C2)c2ccccc2n1,0%,-8%,-2%,4%,-1%,2%,6%,28%,2,-6%,-1%
Cc1ccc(Nc2nc(-c3ccncc3)nc3ccccc23)cc1,-1%,0%,1%,0%,-1%,·,15%,-24%,19,2.6µM*,-6%
CCOC(=O)C1Cc2c([nH]c3ccccc23)CN1 (centres undefined),-4%,-1%,2%,-4%,-3%,5%,-1%,0%,6,?,11%
O=C(O)CC/C(=N\Nc1ccc(S(=O)(=O)N2CCOCC2)cc1[N+](=O)[O-])c1cccs1,1%,-3%,-14%,?,9%,·,-6%,23%,2,?,0%
CCCc1cc(=O)n2[nH]cnc2n1,-1%,-5%,1%,-10%,-11%,5%,-5%,26%,-1,10%,1%
